Source: PubChem BioAssay
RmlCD inh 1536 – inhibitors of Mycobacterium tuberculosis RmlC and RmlD coupled enzymes; P9WH09+P9WH11; RmlC+RmlD coupled enzyme assay, percent inhibition; primary screen in compound mixtures; inhibition, % at 3.6 µM; 160,000 tested, 0.03% active; in the data active means inhibition mostly above about 34%, no sharp cut-off; further: some results filed as inactive read as strong as hits
Target sequence (P9WH09 whole entry, looked up): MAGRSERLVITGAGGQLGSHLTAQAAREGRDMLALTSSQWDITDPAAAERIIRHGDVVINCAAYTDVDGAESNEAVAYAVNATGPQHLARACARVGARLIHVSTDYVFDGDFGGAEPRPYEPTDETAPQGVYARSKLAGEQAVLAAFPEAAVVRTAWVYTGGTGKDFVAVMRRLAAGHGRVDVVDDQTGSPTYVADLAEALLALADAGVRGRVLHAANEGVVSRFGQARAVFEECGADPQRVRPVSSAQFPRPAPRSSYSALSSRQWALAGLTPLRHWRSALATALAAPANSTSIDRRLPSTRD
Target sequence (P9WH11 whole entry, looked up): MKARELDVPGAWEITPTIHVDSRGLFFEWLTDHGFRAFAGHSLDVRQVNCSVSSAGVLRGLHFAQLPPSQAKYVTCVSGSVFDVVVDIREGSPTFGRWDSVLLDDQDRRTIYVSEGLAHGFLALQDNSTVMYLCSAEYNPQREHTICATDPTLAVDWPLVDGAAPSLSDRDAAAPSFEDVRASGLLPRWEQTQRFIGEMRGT
M. tuberculosis GlmU – inhibition of mycobacterial GlmU enzyme – biochemical, glucosamine-1-phosphate acetyltransferase (AID 1376). one-dose inhibition, %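 (tested at 30 µM in the primary screen)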; IC50 in µM for titrated hits. 220,000 tested, 0.25% active. M. tuberculosis GlmU acetyltransferase enzyme assay; higher % means a stronger effect; in the data active means inhibition above about 13%;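 further: 0% = complete reaction with vehicle and 100% = reaction without substrate; strong numbers were not always called active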
Starred values were filed as active, the others as inactive; / = no result given.

Each structure is followed by: RmlCD inh 1536, M. tuberculosis GlmU
(1) O=C(OCCN1C(=O)c2cccc3c(N4CCOCC4)ccc(c23)C1=O)c1ccc(Cl)cc1
    6, -1.6%
(2) Clc1nnc2ccc(-c3ccccc3)nn12
    -9, 4.5%
(3) Cc1nc(SCc2ccc(Br)cc2)[nH]c(=O)c1C
    8, 3.2%
(4) CC1(C)OC(=O)C(=CNNc2c(Cl)cc(Cl)cc2Cl)C(=O)O1
    -3, /
(5) Cc1ccc2oc(-c3cccc(NC(=O)C4CCCO4)c3)nc2c1 (stereo unspecified)
    10, 0.4%
(6) O=C(CC1NC(=O)NC1=O)Nc1cccc2ccccc12 (stereo unspecified)
    -5, -2.2%
(7) CCc1nc(SCc2ccccn2)c2c(=O)n(C)c(=O)n(C)c2n1
    /, 1.0%
(8) Cc1ccc2[nH]c(=O)c(CN(CCO)C(=O)NCc3ccccc3)cc2c1
    /, 0.1%
(9) CCCCC(=O)NC(c1cccc([N+](=O)[O-])c1)c1c(OC(C)=O)ccc2ccccc12 (stereo unspecified)
    /, -2.1%
(10) CN1CCN(S(=O)(=O)c2cc([N+](=O)[O-])ccc2N2CCCCCC2)CC1
    6, -3.0%
(11) CC(=O)Nc1ccc(-c2cc(-c3ccc(NC(C)=O)cc3)nc(-c3ccc(NC(C)=O)cc3)n2)cc1
    -12, 6.7%
(12) COC(=O)c1ccc(Cl)c(-c2ccc(/C=N/NC(=O)Nc3ccccc3)o2)c1
    -11, 2.2%
(13) CN1C(=O)/C(=C/c2cc3c(cc2Br)OCO3)NC1=S
    -9, -4.4%
(14) S=C1N(c2ccccc2)CN(CCN2CCOCC2)CN1c1ccccc1
    13, -1.9%
(15) O=c1c(Cl)c(Cl)cnn1Cc1nnc(-c2ccccc2Br)o1
    3, -1.7%
(16) Oc1c(C(c2cccs2)N2CCC3(CC2)OCCO3)sc2ncnn12 (stereo unspecified)
    /, 7.0%
(17) O=C(NC1CCN(C(=S)NCCc2ccccc2)CC1)C1CC1
    -11, 8.3%
(18) CCc1cccc(NC(=O)CN(C)S(=O)(=O)c2cnc[nH]2)c1
    /, 0.8%
(19) O=C(O)CC(NC(=O)C(c1ccccc1)c1ccccc1)c1ccco1 (stereo unspecified)
    65, 3.9%
(20) CCCN1CCC[C@@H]2Cc3nc(N)ncc3C[C@H]21
    /, -4.8%
(21) COc1cccc(OC)c1OCCOc1ccc(C(=O)c2ccccc2)cc1
    -5, 2.1%
(22) CCCCCn1c(=O)c(-c2nc3ccccc3c(=O)[nH]2)c(O)c2ccccc21
    12, 1.0%
(23) CC(C)NC(=O)c1ccc2c(c1)S(=O)(=O)c1ccccc1C2=O
    -3, -3.0%
(24) N#Cc1ccc(COC(=O)c2cc(=O)c3ccccc3o2)cc1
    8, 5.2%
(25) C=CCC(CC=C)(NC(=O)c1ccccc1C(=O)O)c1ccccc1
    -4, 2.5%
(26) COc1cccc(-c2csc(/C(C#N)=C/Nc3cc4oc5ccccc5c4cc3OC)n2)c1
    3, -1.9%
(27) Cc1nn(CCC#N)c2nc(C(F)(F)F)[nH]c(=O)c12
    3, -4.3%
(28) O=C(C1=NOC(CNc2ncc(C(F)(F)F)cc2Cl)C1)N1CCOCC1 (stereo unspecified)
    /, 2.6%
(29) Cc1cc(N2CCCCC2)nc2ccc(NC(=O)c3ccc(Br)o3)cc12
    -10, -5.5%
(30) Cc1cc(C(F)F)n2ncc(C(=O)NCc3ccc(F)cc3)c2n1
    3, 3.5%
(31) CCOC(=O)C1CCN(C(=O)Cc2c(F)cccc2Cl)CC1
    /, -2.9%
(32) Cc1ccc(-c2nn3c(C)nnc3s2)cc1NC(=O)COc1ccc(Cl)cc1
    -6, 1.5%
(33) COc1ccc([N+](=O)[O-])cc1NC(=O)c1ccc(-n2nc(C)cc2C)cc1
    -9, 5.8%
(34) COc1ccc(Oc2nc(-c3ccccn3)nc3ccccc23)cc1
    7, 5.6%
(35) O=C(N/N=C/c1cn(-c2ccccc2)nc1-c1cc2ccccc2o1)c1ccncc1
    /, 1.1%
(36) O=C(CSc1nc2ccsc2c(=O)n1Cc1ccc(C(=O)O)cc1)NCc1ccco1
    /, -1.0%
(37) C=CCN(Cc1nc(-c2cc(OC)ccc2OC)oc1C)C1CCS(=O)(=O)C1 (stereo unspecified)
    -7, 1.6%
(38) Cc1ccc2[nH]c(=O)cc(C(=O)OC(C)C)c2c1
    -13, -4.5%
(39) O=C(Nc1ccccc1)c1c(O)[nH]c(=S)[nH]c1=O
    /, 3.5%
(40) O=C(Nc1cc(S(=O)(=O)N2CCCCC2)ccc1O)c1ccccc1NS(=O)(=O)c1ccc(F)c(F)c1
    -5, 9.1%
(41) O=C(O)CC1SC(=O)N(Cc2ccccc2)C1=O (stereo unspecified)
    8, -1.1%
(42) O=C(CSc1nc2ccccc2c(=O)n1Cc1ccco1)c1ccccc1
    13, 6.1%
(43) O=C(Nc1ccc(-c2nnc3n2CCCCC3)cc1)c1cc2ccccc2o1
    7, 3.0%
(44) COc1ccc([N+](=O)[O-])cc1NC(=O)Cc1ccc(Cl)cc1
    /, -4.0%
(45) CC1CC(C(F)F)n2nc(C(=O)O)cc2N1 (stereo unspecified)
    5, 1.2%
(46) CCn1cc([N+](=O)[O-])nc1C
    -11, 6.4%
(47) CCN(Cc1ccccc1)S(=O)(=O)c1ccc(S(=O)(=O)N(Cc2cccc(OC)c2)CC2CCCO2)cc1 (stereo unspecified)
    11, -1.9%
(48) CN(Cc1ccc2nonc2c1)Cc1nc(CC2CC2)no1
    8, -0.8%
(49) O=C(c1noc2c1CCCC2)N1CCCCC1
    -4, -0.3%
(50) CCN1CCc2c(sc(NC(=S)NC(=O)c3ccco3)c2C(N)=O)C1
    5, 7.1%
(51) CCCc1nn(C)c(C(=O)Nc2ccc(C)c(C)c2)c1Cl
    -13, -5.0%
(52) NC12CC3CC(C1)CC(CO)(C3)O2
    9, 2.3%
(53) Cc1ccc(-c2nn(-c3ccccc3)cc2C=C2C(=O)CC(C)(C)CC2=O)cc1
    -9, -7.4%
(54) CCCNS(=O)(=O)c1ccc(CCC(=O)Nc2ccc3c(c2)OCO3)cc1
    /, -0.9%
(55) O=C(CNS(=O)(=O)c1ccccc1F)Nc1ccc(N2CCOCC2)cc1
    5, /
(56) Cc1ccc(NC(=O)COC(=O)c2ccnn2C)cc1
    /, 0.7%
(57) O=C(O)c1ccc(N/N=C/c2cc3ccccc3nc2Cl)cc1
    -2, -2.6%
(58) Cc1nnc(NC(=O)C2CCCCC2)s1
    /, -2.4%
(59) CCn1c(SCC(=O)Nc2nc3ccc(OC)cc3s2)nc2c1c(=O)n(C)c(=O)n2C
    -7, 1.0%
(60) COc1ccc(CCCc2n[nH]c(=S)o2)cc1C
    -12, /

Next part
Each structure is followed by: RmlCD inh 1536, M. tuberculosis GlmU
(61) COc1ccc(NC(=S)c2ccccc2)cc1
    /, 1.9%
(62) CN1CCN(C(=S)C(=O)NCc2ccccc2)CC1
    -4, 6.0%
(63) CC1(C)Cn2c(nnc2-c2ccccc2)S1
    8, 5.2%
(64) COc1cc(NC(=O)Cn2nc(Cc3cccnc3)c3ccccc3c2=O)cc(OC)c1OC
    12, 3.0%
(65) O=C(NC(NC(=S)Nc1ccccc1C(=O)O)C(Cl)(Cl)Cl)c1ccccc1 (stereo unspecified)
    -7, 8.4%
(66) CCCCNC(=O)NNc1nc(Cl)cc(C)c1C#N
    -11, -0.4%
(67) CCOC(=O)C1CCN(S(=O)(=O)c2ccc(Br)c(OCC)c2)CC1
    /, -1.4%
(68) CC(C)Oc1ccc(C(=O)NCC(=O)O)cc1
    3, -4.0%
(69) [O-][n+]1cccc2c(Br)cc(Br)c(O)c21
    -10, 1.0%
(70) CCn1c(C(C)NC(=O)Cc2ccccc2)nc2ccccc21 (stereo unspecified)
    /, -2.4%
(71) COCCNC(=O)C(c1cccc(OC)c1)N(C(=O)Cn1nnc2ccccc21)c1cccnc1 (stereo unspecified)
    12, 5.0%
(72) C=CCn1cc(C(=O)NCc2ccc3c(c2)OCO3)c(=O)c2cc(S(=O)(=O)N(CC)CC)ccc21
    /, 3.1%
(73) CCCCSc1nnc(CCCCCNC(=O)OC(C)(C)C)o1
    /, -3.6%
(74) CC(C)CNC(=O)c1c(F)c(F)c(F)c(F)c1F
    20, -1.3%
(75) O=C(Nc1ccc(OC(=O)c2cccs2)cc1)c1ccco1
    7, -1.1%

Random excerpt: 6 compounds from above
Each structure is followed by: RmlCD inh 1536, M. tuberculosis GlmU
(74) CC(C)CNC(=O)c1c(F)c(F)c(F)c(F)c1F
    20, -1.3%
(69) [O-][n+]1cccc2c(Br)cc(Br)c(O)c21
    -10, 1.0%
(14) S=C1N(c2ccccc2)CN(CCN2CCOCC2)CN1c1ccccc1
    13, -1.9%
(49) O=C(c1noc2c1CCCC2)N1CCCCC1
    -4, -0.3%
(68) CC(C)Oc1ccc(C(=O)NCC(=O)O)cc1
    3, -4.0%
(18) CCc1cccc(NC(=O)CN(C)S(=O)(=O)c2cnc[nH]2)c1
    /, 0.8%

The list continues.
Each structure is followed by: RmlCD inh 1536, M. tuberculosis GlmU
(76) Cc1cc(C)n(-c2nc3ccccc3nc2N2CCN(S(=O)(=O)c3ccc(F)c(C)c3)CC2)n1
    /, -0.9%
(77) Cc1cc(C(=S)N2CCOCC2)c(C)n1-c1ccc(Cl)cc1
    32, 1.2%
(78) C=CCc1c(C)nc(SC)nc1Nc1ccccc1
    /, 0.8%
(79) CCN1CCN(CCOc2cccc(Cl)c2Cl)CC1
    7, -4.3%
(80) O=C1Nc2ccc(S(=O)(=O)N3CCCCCC3)c3cccc1c23
    12, 1.9%
(81) Cc1nn(C)cc1C=NCCOCc1ccccc1
    8, 5.0%
(82) O=C(O)c1cccc(NCc2cccnc2)c1
    /, 3.7%
(83) O=C(CCc1nnc(CCCCc2ccccc2)o1)N1CCC(N2CCCC2)CC1
    -14, 1.6%
(84) O=[N+]([O-])c1ccc(Sc2ccc(Cl)c(Cl)c2)nc1
    -12, 12%
(85) CC(C)OCCCNc1ncnc2c1[nH]c1ccccc12
    -4, 3.4%
(86) Cc1ccc(-c2cc(-c3ccc(F)cc3)c(C#N)c(N)n2)o1
    /, 2.7%
(87) CC(Oc1ccc(/C=N/NC(=O)Cc2cccc3ccccc23)cc1)C(=O)O (stereo unspecified)
    /, 4.7%
(88) CCn1c2ccccc2c2cc(CN3CCN(S(=O)(=O)Cc4ccccc4)CC3)ccc21
    /, 2.3%
(89) COc1ccccc1NS(=O)(=O)c1cccc(C(=O)N/N=C/c2ccc3c(c2)OCCO3)c1
    6, 6.8%
(90) CCCn1c2c(c(O)c(C(=O)NCCCN(CC)CC)c1=O)CCCC2
    /, -1.8%
(91) O=C(COc1ccc(Cl)cc1)Nc1ccc(N2CCN(C(=O)c3ccco3)CC2)cc1
    13, -5.3%
(92) CN(C)S(=O)(=O)c1cc(NC(=O)CN2C(=O)NC3(CCCc4ccccc43)C2=O)ccc1Cl (stereo unspecified)
    -6, 1.8%
(93) c1ccc(C2C3=C(Nc4ncnn42)c2ccccc2CCC3)cc1 (stereo unspecified)
    8, 1.1%
(94) COC(CNc1ncnc2c1cnn2C)OC
    14, -3.6%
(95) Nc1nc(SCC(=O)N2CCN(S(=O)(=O)c3ccc(Cl)cc3)CC2)n[nH]1
    6, -2.1%
(96) CCC(=O)Nc1cccc(NC(=O)c2cc3ccccc3o2)c1
    100, /
(97) O=C(c1ccc(COc2ccccc2[N+](=O)[O-])o1)N1CCCCC1
    65, 3.7%
(98) CCOC(=O)C1=NN(c2ccc(OC)cc2)C(c2ccccc2)CC1=O (stereo unspecified)
    /, 2.2%
(99) O=[N+]([O-])c1ccc(CSc2nnc(SCc3ccccc3)s2)cc1
    -4, -1.0%
(100) CCCCCCNC(=O)C(C#N)c1nc2ccccc2nc1N1CCCC1 (stereo unspecified)
    0, 1.0%
(101) COc1ccc2nc(-c3ccco3)c(-c3ccco3)nc2c1
    -2, 3.0%
(102) CC(=O)NCCOc1ccc2oc3ccccc3c2c1
    -1, -7.8%
(103) CC(C)NC(=O)NC(=O)COC(=O)c1cccc(S(=O)(=O)N2CCCCC2)c1
    2, 6.7%
(104) Cc1nn(C)c(Oc2ccccc2)c1CCNC(=O)CC(C)C
    -13, -0.7%
(105) COC(=O)CN1C(=O)C(O)=C(C(C)=O)C1c1ccc([N+](=O)[O-])cc1 (stereo unspecified)
    -5, -2.3%
(106) O=C(c1cc2ccccc2oc1=O)N(Cc1cccs1)CC1CCCO1 (stereo unspecified)
    8, 3.5%
(107) CCOc1ccccc1C(=O)N(C)Cc1cc2ccccc2[nH]c1=O
    -5, -0.3%
(108) O=C(NCc1cccc(Cl)c1)c1ccc(-c2csnn2)cc1
    8, 2.2%
(109) O=C1CN=C(c2cccs2)c2c(sc3c2CCCC3)N1
    49, 5.9%
(110) C=CCn1c(O)c(N=Nc2ccccc2C)c2ccccc21
    -57, 0.4%
(111) O=C1Nc2ccccc2N(O)N1c1ccc(S(=O)(=O)Nc2ccccn2)cc1
    -13, 4.1%
(112) O=C(NN=C1CCC(c2ccccc2)CC1)c1ccccc1-n1cccc1 (stereo unspecified)
    8, 4.0%
(113) Cc1onc(-c2ccccc2)c1C(=O)NCC1COc2ccccc2O1 (stereo unspecified)
    1, -2.0%
(114) CCCOCC1CC(CCc2nc(=S)[nH][nH]2)C(=O)O1 (stereo unspecified)
    -13, -0.1%
(115) COc1ccccc1N1CCN(c2ncc(C(=O)N3CCN(c4cccc(Cl)c4)CC3)c3ccccc23)CC1
    -6, -2.2%
(116) COc1ccc(CCn2c(O)cc3nn(-c4nc5ccccc5s4)c(=O)c-3c2C)cc1
    10, -1.0%

The list is partial. The share of hits here may be higher or lower than overall.
